# Screening results as filed in PubChem BioAssay.
# eLon inh = inhibits E. coli Lon protease | inhibition, % at 7.94 µM | P0A9M0 | purified E. coli Lon protease, fluorescence polarization | 0.42% of 360,000 active; in the data active = inhibition above about 13%, passing the limit was not always enough;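 also: 0% = enzyme with probe and DMSO and 100% = no enzyme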
# FAS TE block = FAS thioesterase (human) inhibition. recombinant FAS-TE, OMFH fluorogenic substrate, fluorescence endpoint. inhibition, % at 15 µM. 0.67% of 360,000 active;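 active = compounds whose normalised, plate-corrected inhibition of enzyme fluorescence in the single-dose primary screen is 50% or more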;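 also: 0% = DMSO with enzyme and 100% = substrate without enzyme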
# MsrA inhibitor = inhibitors of bovine MsrA; purified bovine MsrA, absorbance read-out; inhibition, % at 15.5 µM; 0.75% of 360,000 active; in the data active = inhibition above about 4.5%;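 also: 0% = vehicle wells with enzyme and 100% = reference inhibitor wells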
# bovine MsrA act = activators of bovine methionine sulfoxide reductase A. purified bovine MsrA, absorbance read-out. activation, % at 10.6 µM. 0.3% of 360,000 active. AID 602163; in the data active = activation above about 7.5%;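 also: 0% = vehicle and 100% = reference activator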
# Rin1-Abl PPI inh = human Rin1-Abl interaction inhibition. TR-FRET Rin1/Abl binding, biochemical. inhibition, % at 7.35 µM. 0.4% of 360,000 active. AID 588664; in the data active = inhibition above about 5%, passing the limit was not always enough
# CSN inh = inhibitors of human CSN-mediated cullin deneddylation; 0.38% of 360,000 active; Purified CSN, SCF-Nedd8-OG deneddylation, fluorescence polarization; AID 651999; inhibition, % at 12.5 µM; Q92905;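 active = pattern-corrected inhibition above about 35%, with an unprinted fluorescence ratio check between 0.5 and 1.5, limit read from the data, passing the limit was not always enough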;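 also: 0% = enzyme with substrate and 100% = substrate without enzyme; some results filed as inactive read as strong as hits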
# Target sequence (Q92905 whole entry, looked up, one chain of several): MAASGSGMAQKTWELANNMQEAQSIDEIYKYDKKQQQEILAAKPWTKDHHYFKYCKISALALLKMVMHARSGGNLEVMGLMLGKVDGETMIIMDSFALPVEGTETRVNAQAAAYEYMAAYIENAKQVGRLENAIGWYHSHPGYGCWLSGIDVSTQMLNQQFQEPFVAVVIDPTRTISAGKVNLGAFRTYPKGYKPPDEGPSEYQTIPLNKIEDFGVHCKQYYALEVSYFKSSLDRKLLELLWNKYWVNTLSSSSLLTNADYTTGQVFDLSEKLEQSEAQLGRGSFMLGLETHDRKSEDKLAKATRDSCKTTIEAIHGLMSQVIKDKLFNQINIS
#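 Assay system: HEK293T-derived human Csn5 enzyme; quantity: 0.24 nM enzyme; medium: Tris/NaCl/DTT buffer, pH 7.5; also added: substrate SCFSkp2-Nedd8OG, 10 nM; doses: 12.5 µM compound; schedule: 90 min reaction at room temperature; signal: FP; read-out: % inhibition of substrate cleavage by Csn5; benchmarks: substrate-only high control, full reaction low control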
# Tb MetRS inh = blocks T. brucei methionyl-tRNA synthetase activity; purified T. brucei MetRS, ATP depletion, Kinase-Glo luminescence; inhibition, % at 11.9 µM; 0.4% of 360,000 active; AID 624268;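 active = inhibition above a per-plate cutoff of the control wells' mean inhibition plus 3 SD, cut at about 5.5% in these data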;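 also: 0% = DMSO wells median and 100% = median of wells with control inhibitor compound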
#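 Dosing: 11.9 µM single point; system: parasite MetRS enzyme; technique: luminescence of leftover ATP; times: 15 min enzyme-compound preincubation, 2 h reaction, 10 min detection, 25 °C; replicates: each compound tested once; read-out basis: percent inhibition relative to median high and low control wells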
# Neddyl block = blocks human cullin neddylation; P61081+Q13564; TR-FRET cullin neddylation, biochemical; calls only at 25 µM; 0.58% of 360,000 active; in the data active = inhibition above about 36%
# PABP1 MLLE inh = blocks PAM2 peptide binding to the PABP1 MLLE domain; P11940; GST-MLLE / FITC-PAM2 fluorescence polarization; inhibition, % at 20 µM; 0.36% of 360,000 active; AID 588489; in the data active = inhibition above about 35%, passing the limit was not always enough;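 also: plate controls were DMSO wells with GST-MLLE for no effect and wells lacking GST-MLLE protein for full effect; some results filed as inactive read as strong as hits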
# Target sequence (P11940 whole entry, looked up, the tested form may be a part): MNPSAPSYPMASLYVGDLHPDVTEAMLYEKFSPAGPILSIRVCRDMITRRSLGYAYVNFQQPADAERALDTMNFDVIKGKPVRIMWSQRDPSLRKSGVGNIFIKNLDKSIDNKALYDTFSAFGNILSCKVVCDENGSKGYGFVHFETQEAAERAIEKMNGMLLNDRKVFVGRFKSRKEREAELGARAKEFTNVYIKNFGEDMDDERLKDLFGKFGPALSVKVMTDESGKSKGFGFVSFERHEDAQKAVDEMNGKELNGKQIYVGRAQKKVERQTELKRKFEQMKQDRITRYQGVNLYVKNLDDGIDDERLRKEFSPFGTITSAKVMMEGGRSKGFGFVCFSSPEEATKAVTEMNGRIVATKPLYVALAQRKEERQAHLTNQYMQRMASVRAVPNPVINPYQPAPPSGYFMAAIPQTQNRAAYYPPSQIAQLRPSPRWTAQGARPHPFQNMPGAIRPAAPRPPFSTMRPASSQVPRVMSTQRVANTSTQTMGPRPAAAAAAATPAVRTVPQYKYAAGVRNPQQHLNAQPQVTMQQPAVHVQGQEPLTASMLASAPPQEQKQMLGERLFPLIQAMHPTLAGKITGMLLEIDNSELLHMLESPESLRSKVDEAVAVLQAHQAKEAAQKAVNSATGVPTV
# * marks the source's active call; other numbers are inactive results; i = inactive; · = no result given; + = active, no number.
SMILES,eLon inh,FAS TE block,MsrA inhibitor,bovine MsrA act,Rin1-Abl PPI inh,CSN inh,Tb MetRS inh,Neddyl block,PABP1 MLLE inh
Oc1cccc(NC(=S)N=Nc2c(O)[nH]c3ccccc23)c1,5,0,3.8,-5,-4,-5,-0.1,i,38*
COc1ccc(CCNC(=O)Cc2cccs2)cc1,-3,-15,0.9,-12,-2,-12,-1.6,i,-2
COc1cc(OC)c2cc(C(=O)N/N=C/c3cccc(OC)c3O)[nH]c2c1,-21,3,1.3,-9,-2,1,-0.9,i,-21
CCCN1CCN(C(=S)Nc2sc(CC)cc2C(=O)OC)CC1,8,20,1.4,-3,1,2,0.1,i,-27
CC(C)CNC(=O)CSc1ccc(S(=O)(=O)N(C)C2CCCCC2)cn1,1,0,0.1,-4,2,-5,-0.4,i,4
COc1ccc(CN2C(=O)c3cccnc3C2=O)cc1S(=O)(=O)NC1CCCCC1,-3,1,-0.2,-2,-2,-2,1.1,i,-3
COc1ccc(NC(=O)c2cc(=O)[nH]c3ccccc23)cc1,-3,1,0.7,0,0,0,0.0,i,-7
O=C1c2ccccc2C(=O)N1c1ccccc1S(=O)C(F)(F)F (stereo not drawn),9,-4,0.9,-13,3,-3,-1.8,i,-1
COc1ccc(C(=O)NCCC(=O)NCc2cc(=O)n(C)c(=O)n2C)cc1,-5,-4,-1.2,-1,1,-2,-0.2,i,-5
Cc1nc2sc(C(c3ccco3)N3CCN(c4ccc(F)cc4)CC3)c(O)n2n1 (stereo not drawn),-2,-4,1.2,0,-3,-4,-0.2,i,-7
CC(C)NC(=O)CN(Cc1ccc(F)cc1)C(=O)CCC(=O)Nc1nccs1,1,-4,-1.3,-2,3,0,-0.1,i,-3
C=CCN1C(=O)C(CC(=O)Nc2ccc(OC)cc2)N(Cc2ccco2)C1=S (stereo not drawn),-11,17,-1.4,-5,3,3,-0.4,i,1
CCCCCNC(=O)C(c1ccc(-c2ccccc2)cc1)n1c(=O)c(-c2ccccc2)nc2ccccc21 (stereo not drawn),·,·,-0.2,·,·,-2,-0.4,i,·
O=C(CC1C(=O)NCCN1Cc1c(F)cccc1Cl)NCCc1ccccn1 (stereo not drawn),-8,-4,2.6,-4,-1,-3,-0.1,i,8
Clc1cccc(-c2nnc(-c3ccno3)o2)c1,7,2,-1.6,-3,-3,1,-0.2,i,-3
COC(=O)c1c(N2C(=O)CCC2=O)sc2c1CCCC2,-1,-6,0.5,-5,-6,4,-0.4,i,-8
O=C(c1cnccn1)N(Cc1cccs1)C1(C(=O)NC2CCCC2)CCCCC1,-6,3,1.4,-1,2,-2,-0.1,i,2
COC(=O)C1CSC(C(=O)OC)N1C(=O)Nc1ccccc1 (stereo not drawn),1,-7,-1.4,-10,0,-4,-1.2,i,22
O=C(O)CC(CNS(=O)(=O)c1ccccc1)c1ccccc1 (stereo not drawn),-6,6,0.5,1,3,2,-0.4,i,-5
CC1CC(OCC(O)CN2CCOCC2)CC(C)(C)C1 (stereo not drawn),5,-13,2.2,-5,-1,-1,-0.7,i,13
Oc1ccc(C[C@@H]2CNCCN2CCc2cc(C(F)(F)F)cc(C(F)(F)F)c2)cc1,-3,-9,-0.5,-8,0,-3,-0.6,i,13
CC(=O)c1ccc(N2CCN(C(=O)Cc3cccs3)CC2)cc1,-8,1,2.5,-2,3,-5,0.1,i,4
Cc1ccccc1NC(=O)c1nn(C)c(C(=O)Nc2ccccc2C)c1[N+](=O)[O-],-5,-2,0.9,-4,-3,2,-0.8,i,-4
N#C/C(=C/c1cn(-c2ccccc2)nc1-c1cccc(S(=O)(=O)N2CCOCC2)c1)C(=O)NCc1ccco1,-10,2,-0.3,-5,0,1,-0.7,+,-4
Cc1ccc(CSCC(=O)N2CCN(c3ccccc3)CC2)cc1,-6,8,1.0,-9,0,-11,-0.7,i,27
Cc1ccc2c(C)c(C(=O)N3CCN(c4ccncc4)CC3)oc2c1C,9,-26,-1.3,-6,-2,5,-0.6,i,-10
O=c1c2ccccc2ncn1-c1ccccc1C(F)(F)F,10,-8,-0.5,0,-2,1,-0.3,i,-16
CCc1ccccc1NC(=O)CC(O)(C(=O)OC)C(F)(F)F (stereo not drawn),-10,-5,-1.0,-2,-3,-2,0.6,i,-9
CC(C)Oc1cccc(C(=O)C2CCCN(C(=O)c3ccoc3)C2)c1 (stereo not drawn),5,-3,1.0,-2,4,-5,-0.5,i,8
CCc1cc(=O)oc2cc(OC(C)C(=O)O)c(Cl)cc12 (stereo not drawn),13,-8,1.6,-2,-2,-1,-0.1,i,3
CCOC(=O)c1ccc(N2C(=O)CC(Sc3nc(C)cc(C)n3)C2=O)cc1 (stereo not drawn),-2,0,-1.5,-2,-1,-3,0.5,i,20
O=C(NC(=S)Nc1ccc2[nH]c(=O)[nH]c2c1)c1cncc(Br)c1,-2,-3,-1.3,-2,-2,-25,0.3,i,32
CC(=O)Nc1ccc(S(=O)(=O)N2CCN(c3ncccn3)CC2)cc1,-8,-2,0.4,-2,1,-3,-2.0,i,4
CC(C)c1cccc(-c2csc(C(O)c3ccco3)n2)c1 (stereo not drawn),5,9,-0.8,-5,3,6,0.5,i,-12
CCOc1c(Br)cc(C(=O)N2CCCN(C)CC2)cc1OC,-10,-6,-0.5,-2,0,-3,0.3,i,11
C[C@H](CO)N1C[C@H](C)[C@H](CN(C)S(=O)(=O)c2cccc(F)c2)Oc2ncc(-c3cccc(C(=O)N(C)C)c3)cc2C1=O,-7,-9,0.9,-2,2,2,-0.7,i,-13
O=C(NCc1ccncc1)c1cnccn1,2,-6,0.1,0,2,-5,-0.2,i,-2
O=C1OC(c2ccc(Br)cc2)=N/C1=C\c1ccco1,4,5,1.0,-6,4,2,-0.1,i,-1
C=CCNC(=O)CSc1nc2cc(C(=O)OCC)ccc2n1CC,-2,-6,0.3,-2,4,-1,-0.6,i,-8
Cn1c(CNc2nc(-c3ccccc3)cs2)nnc1SCC(=O)N1CCc2ccccc21,3,36,0.8,-12,3,5,0.6,i,19
CN1CCN(C(=O)C2CCC(=O)N(CCc3cccc(F)c3)C2)CC1 (stereo not drawn),4,-2,-0.6,-3,4,5,0.1,i,4
COc1ccccc1N1CCN(C2CCCN(S(=O)(=O)c3ccccc3)C2)CC1 (stereo not drawn),-2,0,-1.2,-10,6,2,0.2,i,5
COc1ccc(NC(=O)CN(C)C(=O)c2cc(C)oc2C)cc1,0,-6,-1.2,-1,-3,-2,0.1,i,5
CC(C)[C@H](NC(=O)C1CCN(S(=O)(=O)c2ccc(F)cc2)CC1)C(=O)N1CCCC1,1,-1,-0.3,-2,0,-7,0.0,i,5
CCOc1nc(C)ccc1-c1noc(-c2ccncc2)n1,2,-4,1.0,-5,-2,-6,-1.9,i,10
O[C@H]1CN(Cc2cccs2)[C@@H](c2ccccc2)C[C@@H]1n1cc(-c2ccc(F)cc2)nn1,-3,15,0.4,-5,1,-2,-1.4,i,2
CCOC(=O)C1CCCCN1C(=O)CCc1c(C)nc2cc(-c3ccccc3)nn2c1C (stereo not drawn),1,0,0.3,0,1,-1,-0.2,·,2
O=c1[nH]c(SCc2ccc(Cl)cc2)nc2c1CCC2,-1,-1,-2.0,0,0,3,0.7,i,4
COC1=CC(=O)CC(C)C12Oc1c(Cl)c(OC)cc(OC)c1C2=O (stereo not drawn),1,-128,0.3,-2,-3,1,-0.4,i,8
COc1cccc(NC(=O)N2CCc3nc(Nc4ccc(C(C)C)cc4)ncc3C2)c1,-1,15,0.6,-1,0,1,-0.2,i,4
COc1ccc(-c2nc3ccccc3[nH]2)cc1,-3,-8,1.7,-8,-1,0,-5.6,i,-7
COc1ccc(Cl)cc1S(=O)(=O)N(C)CC(=O)NCc1ccc2c(c1)OCO2,1,0,0.8,0,3,3,0.1,i,21
COCCCNC(=O)c1csc([C@H]2C[C@H](O)[C@@H](CO)O2)n1,-9,-8,0.3,-4,1,-2,-0.4,i,9
CCOc1ccc(Nc2oc(-c3cccs3)nc2C#N)cc1,-8,-1,1.1,-8,2,2,-1.2,·,4
O=C1C2C3C=CC(C3)C2C(=O)N1CCc1ccccc1 (stereo not drawn),-2,-6,0.1,3,2,4,-1.5,i,5
Cc1cn([C@@H](CCCCN)C(=O)NCCCCCCCCCCC(=O)N2CCNCC2)nn1,1,-8,0.1,0,2,0,0.1,i,20
Cc1ccc(C(=O)NC(=S)/C=C2\N(C)c3ccccc3C2(C)C)cc1,-11,30,2.7,-14,1,28,-0.7,i,-59
CCOC1=C2[C@H](c3ccccc3)N(S(=O)(=O)c3ccc(C)cc3)C(C(C)(C)C)[C@H]2C(C#N)(C#N)C(C#N)(C#N)C1 (stereo partly drawn),-1,78*,-1.4,2,1,-1,-0.5,i,13
COc1ccc(NC(=O)C2(C)Cc3c(-c4ccc(NC(C)=O)cc4)ccnc3O2)cc1OC (stereo not drawn),-10,-3,-1.3,0,2,-2,0.4,i,-8

# 11 entries out of the list, arranged by heavy-atom count, ascending:
SMILES,eLon inh,FAS TE block,MsrA inhibitor,bovine MsrA act,Rin1-Abl PPI inh,CSN inh,Tb MetRS inh,Neddyl block,PABP1 MLLE inh
COc1ccc(-c2nc3ccccc3[nH]2)cc1,-3,-8,1.7,-8,-1,0,-5.6,i,-7
O=C1C2C3C=CC(C3)C2C(=O)N1CCc1ccccc1 (stereo not drawn),-2,-6,0.1,3,2,4,-1.5,i,5
CCOc1nc(C)ccc1-c1noc(-c2ccncc2)n1,2,-4,1.0,-5,-2,-6,-1.9,i,10
COc1ccc(NC(=O)CN(C)C(=O)c2cc(C)oc2C)cc1,0,-6,-1.2,-1,-3,-2,0.1,i,5
COC1=CC(=O)CC(C)C12Oc1c(Cl)c(OC)cc(OC)c1C2=O (stereo not drawn),1,-128,0.3,-2,-3,1,-0.4,i,8
CN1CCN(C(=O)C2CCC(=O)N(CCc3cccc(F)c3)C2)CC1 (stereo not drawn),4,-2,-0.6,-3,4,5,0.1,i,4
COc1ccc(Cl)cc1S(=O)(=O)N(C)CC(=O)NCc1ccc2c(c1)OCO2,1,0,0.8,0,3,3,0.1,i,21
COc1ccccc1N1CCN(C2CCCN(S(=O)(=O)c3ccccc3)C2)CC1 (stereo not drawn),-2,0,-1.2,-10,6,2,0.2,i,5
CC(C)[C@H](NC(=O)C1CCN(S(=O)(=O)c2ccc(F)cc2)CC1)C(=O)N1CCCC1,1,-1,-0.3,-2,0,-7,0.0,i,5
O[C@H]1CN(Cc2cccs2)[C@@H](c2ccccc2)C[C@@H]1n1cc(-c2ccc(F)cc2)nn1,-3,15,0.4,-5,1,-2,-1.4,i,2
CCOC(=O)C1CCCCN1C(=O)CCc1c(C)nc2cc(-c3ccccc3)nn2c1C (stereo not drawn),1,0,0.3,0,1,-1,-0.2,·,2
